Bioassay records (PubChem BioAssay)
S3 lipid droplet – qHTS Assay for Lipid Storage Modulators in Drosophila S3 Cells | AID 2685 | 320,000 compounds, 0.64% hits | Drosophila S3 cells, BODIPY lipid droplet fluorescence, 18-24 h; cells fed with added oleic acid | lipid storage change, negative = inhibition, % at the top dose, mostly 46.1 µM; hits show Potency in µM; active = well fitted inhibition curve with a large enough effect in the signal ratio, with a control signal flat, not every such curve was filed as active; inconclusive = small, poorly fitted or top-dose-only effect, or effect the other way, or a change in a side signal; the % refers to the signal ratio
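Drosophila S3 cells got compounds at several concentrations plus oleic acid (400 uM solution). Laser-scanning cytometry with 488 nm excitation read lipid droplets at 500-530 nm and cells at 575-640 nm. Percent activity was relative to 20 uM Triacsin C.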
S3 lipid droplet cell count max – second read-out of S3 lipid droplet, no call of its own (marks repeat the call); cell number change, %; measured here: cell count max response;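 cells counted by Cell Tracker Red CMTPX staining in the red channel; peak over a dose series mostly up to 46.1 µM; percent activity relative to internal control wells on each plate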
An asterisk follows results filed as active; [ ] = remark or other dose. % is set by controls: 0 for no effect and ±100 for the full control effect; potency is the fitted concentration of half-maximal effect.

The first 2 records as a preview:
`CCOCCCNC(=O)c1ccc(N2CC3CC(C2)c2cccc(=O)n2C3)c(NC(=O)Nc2cccc(OC)c2)c1` (stereo not given) gave S3 lipid droplet inconclusive.
`O=C(CN1C(=O)CC(c2ccco2)Sc2ccccc21)Nc1ccc2c(c1)OCCO2` (stereo not given) gave S3 lipid droplet 24% and S3 lipid droplet cell count max -8.

The whole of this part, repeating the preview:
`CCOCCCNC(=O)c1ccc(N2CC3CC(C2)c2cccc(=O)n2C3)c(NC(=O)Nc2cccc(OC)c2)c1` (stereo not given) gave S3 lipid droplet inconclusive.
`O=C(CN1C(=O)CC(c2ccco2)Sc2ccccc21)Nc1ccc2c(c1)OCCO2` (stereo not given) gave S3 lipid droplet 24% and S3 lipid droplet cell count max -8.
For O=C(NCc1cccs1)c1ccc(Cl)s1 the results were S3 lipid droplet inconclusive.
CCCn1nnc(NC(=O)c2cc3ccccc3o2)n1 was read as S3 lipid droplet inactive and S3 lipid droplet cell count max -1.
CCOc1ccc(N2C(=O)c3ccccc3C2O)cc1 (stereo not given) was read as S3 lipid droplet -1% and S3 lipid droplet cell count max 11.
CCCCc1nc(N2CCOCC2)c(C#N)c2c1CCCC2 was read as S3 lipid droplet 16% and S3 lipid droplet cell count max -21.
For COC(=O)c1ccc2[nH]c(CO)c(-c3ccccc3)c2c1 the results were S3 lipid droplet inconclusive.
Screening CN1C(=O)C(Cl)(Cl)C(=O)c2ccccc21 returned S3 lipid droplet inconclusive.
`COc1cccc(NC(=O)COC(=O)CCCc2c[nH]c3ccccc23)c1` gave S3 lipid droplet inconclusive.
Screening CC(C)c1ccc(CN2CCC(C(=O)NCc3cccnc3)CC2)cc1 returned S3 lipid droplet 3% and S3 lipid droplet cell count max 9.
For O=C(NCCCC1CCCC1)C1CCC(=O)N(Cc2cccc(F)c2)C1 (stereo not given) the results were S3 lipid droplet inactive[0.369 µM] and S3 lipid droplet cell count max -5.
Screening COc1cc(CNc2ccc3[nH]c(=O)[nH]c3c2)ccc1OCC(=O)NC(C)(C)C returned S3 lipid droplet -3% and S3 lipid droplet cell count max 12.
Screening CCOC(=O)N1CCC(NC(=O)c2sc(-n3cccc3)nc2C)CC1 returned S3 lipid droplet inconclusive.
Screening O=C(c1ccc(Br)o1)N1CCCc2ccccc21 returned S3 lipid droplet 5% and S3 lipid droplet cell count max -1.
`CNC(=O)c1c(NC(=O)c2ccc(S(=O)(=O)N3CCCCC3)cc2)sc2c1CCN(C(C)C)C2` gave S3 lipid droplet inconclusive.
`CCN(C(=S)Nc1ccccc1F)C1CCCCC1` gave S3 lipid droplet 0% and S3 lipid droplet cell count max 0.
`O=C(Nc1ncccc1O)c1c(O)c2ccccc2[nH]c1=O` gave S3 lipid droplet -8% and S3 lipid droplet cell count max 21.
Screening CCOc1ccc(Oc2cc(NC(=O)c3ccco3)cc([N+](=O)[O-])c2)cc1 returned S3 lipid droplet inconclusive.
`O=C(c1ccccc1Cl)N1N=C(c2cccs2)CC1c1cccc(O)c1` (stereo not given) gave S3 lipid droplet inactive and S3 lipid droplet cell count max -4.
For O=C(Cn1cnc2ccccc2c1=O)NCCC(=O)N1CCN(Cc2ccccc2)CC1 the results were S3 lipid droplet 20% and S3 lipid droplet cell count max 6.
O=C(Nc1cccc(C(=O)Nc2ccc(Br)cc2)c1)c1ccccc1 was read as S3 lipid droplet inconclusive.
Screening O=C(OCCN1CCCCC1)c1ccccc1Cl returned S3 lipid droplet inconclusive.
CC(C)CC(NC(=O)OC(C)(C)C)C(=O)NCc1ccccc1 (stereo not given) was read as S3 lipid droplet -4% and S3 lipid droplet cell count max 10.
Screening Cn1cccc1/C=N\NC(=O)C1COc2ccccc2O1 (stereo not given) returned S3 lipid droplet inconclusive.

Structural class, those above containing two or more sulfur atoms (two)
For O=C(NCc1cccs1)c1ccc(Cl)s1 the results were S3 lipid droplet inconclusive.
`CNC(=O)c1c(NC(=O)c2ccc(S(=O)(=O)N3CCCCC3)cc2)sc2c1CCN(C(C)C)C2` gave S3 lipid droplet inconclusive.

An excerpt from further up, as a working copy:
`CNC(=O)c1c(NC(=O)c2ccc(S(=O)(=O)N3CCCCC3)cc2)sc2c1CCN(C(C)C)C2` gave S3 lipid droplet inconclusive.
`CCN(C(=S)Nc1ccccc1F)C1CCCCC1` gave S3 lipid droplet 0% and S3 lipid droplet cell count max 0.

(further entries)
Cc1ccc(Oc2nc(-c3ccccc3)ncc2S(C)(=O)=O)cc1 was read as S3 lipid droplet -1% and S3 lipid droplet cell count max -18.
For CCC(C)N(C(=O)COC(=O)COc1c(C)cc(C)cc1C)C1CCS(=O)(=O)C1 (stereo not given) the results were S3 lipid droplet inconclusive.
Screening N#Cc1ccccc1Cn1cc(C#N)c2ccccc21 returned S3 lipid droplet 2% and S3 lipid droplet cell count max -14.
`CC1CCN(C(=O)/C(=C/c2ccccc2Cl)c2ccccc2)CC1` gave S3 lipid droplet inconclusive.
For C/C(=N/NC(=O)c1nnn(-c2nonc2N)c1COc1ccccc1)c1ccccc1Cl the results were S3 lipid droplet inactive and S3 lipid droplet cell count max -8.
Screening CC(C)=N/N=C(\N)SCc1ccccc1 returned S3 lipid droplet inconclusive.
Screening COc1cc(C(=O)NCCOc2cc(C)cc(C)c2)cc(OC)c1OC returned S3 lipid droplet 1% and S3 lipid droplet cell count max 3.
CC(C)C(NC(=O)CC12CC3CC(CC(C3)C1)C2)C(=O)O (stereo not given) was read as S3 lipid droplet -5% and S3 lipid droplet cell count max -4.
CCCCCCCCNC(=O)CC(NS(=O)(=O)c1ccc(NC(C)=O)cc1)C(C)C (stereo not given) was read as S3 lipid droplet inconclusive.
For Cc1nnc(NC(=O)c2cc(-c3ccncc3)nc3c(C)cccc23)s1 the results were S3 lipid droplet inconclusive.
For CCCCCC(=O)NNC1CC(=O)N(c2cccc(OCC)c2)C1=O (stereo not given) the results were S3 lipid droplet 8% and S3 lipid droplet cell count max 13.
`CCOC(=O)N1CCC(=NNc2ccnc3cc(Cl)ccc23)CC1` gave S3 lipid droplet -15% and S3 lipid droplet cell count max -16.
CC(=O)COC(=O)C1=NN(c2ccccc2)C(=O)CC1 was read as S3 lipid droplet inactive.
Cn1c(CN2CCOCC2)nnc1SCc1cccc(F)c1 was read as S3 lipid droplet -9%.
`O=C(COC(=O)Cc1ccc(Cl)cc1Cl)Nc1ccccc1OC(F)F` gave S3 lipid droplet 10%.
For COC(=O)c1ccc(/C=C(/NC(=O)c2ccccc2)C(=O)N2CCOCC2)cc1 the results were S3 lipid droplet inactive and S3 lipid droplet cell count max 20.
`CC(C)(C)N(NC(=O)Nc1ccc(Cl)c(Cl)c1)C(=O)c1ccccc1` gave S3 lipid droplet inactive and S3 lipid droplet cell count max -14.
For COc1ccc(S(=O)(=O)N(C)C)cc1NS(=O)(=O)c1ccc(F)c(F)c1F the results were S3 lipid droplet inconclusive.
CCC1(C)CC(CCN(Cc2ccco2)C(C)=O)(c2ccccc2)CCO1 (stereo not given) was read as S3 lipid droplet -28% and S3 lipid droplet cell count max 1.
For c1ccc2c(c1)NC1(CCCCC1)n1c-2nc2ccccc21 the results were S3 lipid droplet inconclusive.
For Fc1ccc(-c2ccnc3nc(-n4cccc4)nn23)cc1 the results were S3 lipid droplet inconclusive.
For O=C(NCc1cccnc1)C1CC2c3ccccc3C1c1ccccc12 (stereo not given) the results were S3 lipid droplet inconclusive.
CCCOc1ccc(N/C=C/C(=O)C(C)(C)C)cc1 was read as S3 lipid droplet inconclusive.
Screening Cc1ccc(CN2CC(C(=O)NCCC3=CCCCC3)CC2=O)cc1 (stereo not given) returned S3 lipid droplet inconclusive.
`Cc1ccc(Nc2nc(=O)[nH]nc2C)cc1` gave S3 lipid droplet inconclusive.
For O=C(Cn1nc(Cc2cccnc2)c2ccccc2c1=O)Nc1cc(F)ccc1F the results were S3 lipid droplet inconclusive.
Screening CCOc1ccc(N2C(=O)CC(NC3CCN(C(=O)c4cccs4)CC3)C2=O)cc1 (stereo not given) returned S3 lipid droplet inconclusive.
For CCOC(=O)C(C(=O)Nc1cccc(C)c1)C1CCCCC1 (stereo not given) the results were S3 lipid droplet inconclusive.
Screening C=CCOc1cccc(/C=N/NC(=O)CN(c2cc(Cl)ccc2OC)S(=O)(=O)c2ccc(C)c([N+](=O)[O-])c2)c1 returned S3 lipid droplet inconclusive.
For C[C@H](N=C1NS(=O)(=O)c2ccccc21)C(=O)OCc1cc([N+](=O)[O-])cc2c1OCOC2 the results were S3 lipid droplet -3% and S3 lipid droplet cell count max 0.
`COc1ccc(S(=O)(=O)N2CCCCC2)cc1N(C)S(=O)(=O)c1ccccc1` gave S3 lipid droplet inconclusive.
Screening Cc1nn(C(=O)CCC(=O)NCc2ccccc2Cl)c2ccccc12 returned S3 lipid droplet -6%.
For CCCCCCCCn1c2c(c(=N)c3ccccc31)CCC2 the results were S3 lipid droplet inactive and S3 lipid droplet cell count max -4.
`CC(C)(C)c1ccc(/C=C2\SC(=O)N(CCNC(=O)c3cccc(S(=O)(=O)N4CCOCC4)c3)C2=O)cc1` gave S3 lipid droplet inconclusive.
CCOC(=O)C1=C(C)N(CCCC(=O)O)C(=O)NC1c1ccc(Cl)cc1Cl (stereo not given) was read as S3 lipid droplet -28% and S3 lipid droplet cell count max 15.
`C/C(=N\NC(=O)c1nc2ccccn2c1C)c1ccco1` gave S3 lipid droplet inconclusive.
`C#CCOc1c(Br)cc(/C=C2/C(=O)ON=C2C)cc1OCC` gave S3 lipid droplet inconclusive.
For C=CCN1C(=O)c2ccccc2NC1c1ccc(Br)s1 (stereo not given) the results were S3 lipid droplet inconclusive.
Screening CCOc1ccc(N(CC(=O)N2CC=C(c3ccccc3)CC2)S(=O)(=O)c2c(C)noc2C)cc1 returned S3 lipid droplet inconclusive.
Screening CCOCCCNC(=O)c1oc2ccc(S(=O)(=O)N3CCOCC3)cc2c1C returned S3 lipid droplet 18µM*.
Cc1cccc(C(=O)N2CCC(Cc3ccccc3)CC2)c1[N+](=O)[O-] was read as S3 lipid droplet inconclusive.
`Cc1ccc(C(=O)NNC(=O)c2cccc(S(=O)(=O)N3CCN(c4ccccc4)CC3)c2)cc1` gave S3 lipid droplet inconclusive.
Screening CC(OC(=O)CNC(=O)C12CC3CC(CC(C3)C1)C2)C(=O)Nc1ccc(S(N)(=O)=O)cc1 (stereo not given) returned S3 lipid droplet inconclusive.
O=C(CN(C(=O)CCC(=O)Nc1ccccn1)c1ccc(F)cc1)NCc1ccco1 was read as S3 lipid droplet inconclusive.
COc1ccc(S(=O)(=O)Nc2cc(Cl)ccc2OC)cc1 was read as S3 lipid droplet 28% and S3 lipid droplet cell count max 0.
Screening CC(NS(=O)(=O)c1ccc(CCC(=O)N2CCN(C)CC2)cc1)c1ccccc1 (stereo not given) returned S3 lipid droplet 15% and S3 lipid droplet cell count max 10.
`CCC(C)C(=O)Nc1cc(Cl)ccc1C(=O)O` (stereo not given) gave S3 lipid droplet inconclusive.
`CCCN(CC1CC1)c1nc(N)c2c(N)nc(OC)cc2c1C#N` gave S3 lipid droplet inconclusive.
`COc1ccc(OCCOc2ccc(N(C)S(=O)(=O)c3ccccc3)cc2)cc1` gave S3 lipid droplet 13% and S3 lipid droplet cell count max 10.
For COc1ccc(CCNC(=O)C2CCC(=O)N2Cc2ccccc2Cl)cc1OC (stereo not given) the results were S3 lipid droplet -21% and S3 lipid droplet cell count max -15.
For Cc1occc1C(=O)NNC(=O)C(c1ccccc1)c1ccccc1 the results were S3 lipid droplet -19% and S3 lipid droplet cell count max -10.
For CCCCCCOC(=O)Cc1c(C)nc(N)[nH]c1=O the results were S3 lipid droplet -25% and S3 lipid droplet cell count max 7.
For O=C(CCl)N=c1sccn1Cc1cccc2ccccc12 the results were S3 lipid droplet inconclusive.
`NS(=O)(=O)c1cc(C(=O)NCCc2ccccn2)ccc1Cl` gave S3 lipid droplet inconclusive.
For O=c1c2ccccc2nc(COc2ccccc2)n1/N=C/c1ccc(O)c(O)c1 the results were S3 lipid droplet inconclusive.
For Cc1ccc2[nH]c(=O)c(CN(CCCN(C)C)C(=S)NCCc3ccccc3)cc2c1 the results were S3 lipid droplet -3% and S3 lipid droplet cell count max -5.
Screening COc1ccc(-c2noc(CCCC(=O)N3CCOCC3)n2)cc1 returned S3 lipid droplet inconclusive.
Screening Cc1ccc(Nc2nc3ccccc3c(=O)s2)cc1C returned S3 lipid droplet inconclusive.
CCC(=O)Oc1ccc(C(=O)Nc2ccccc2C(=O)NCC(C)C)cc1 was read as S3 lipid droplet inconclusive.
COc1cccc(NC(=O)c2ccc(NC(=O)C(C)(C)C)cc2)c1 was read as S3 lipid droplet 0% and S3 lipid droplet cell count max 2.
`O=C(COC(=O)c1cccc2ccccc12)Nc1ncc(C(F)(F)F)cc1Cl` gave S3 lipid droplet inconclusive.
`COc1ccc(CNC(=O)c2cccc(S(=O)(=O)N3CCCCC3)c2)cc1OC` gave S3 lipid droplet inconclusive.
Screening COc1ccc(-c2ccc(CCC(=O)O)o2)cc1 returned S3 lipid droplet 9% and S3 lipid droplet cell count max 10.
CC(=O)CCc1oc2ccc(NC(C)=O)cc2c1-c1ccc(C)o1 was read as S3 lipid droplet inconclusive.
Screening COc1ccc(C(=O)C2CCCN(C(=O)CCC3=NNC(=O)CC3)C2)c(C)c1 (stereo not given) returned S3 lipid droplet 13%.
CCS(=O)(=O)c1nc(S(=O)(=O)c2ccc(Cl)cc2)c(N2CCOCC2)s1 was read as S3 lipid droplet 1%.
c1ccc(N2CCN(Cc3ccsc3)CC2)nc1 was read as S3 lipid droplet inconclusive.
O=C(O)CN1C(=O)SC(Nc2ccc(Cl)cc2)C1=O (stereo not given) was read as S3 lipid droplet inconclusive.
For O=C(CCNC(=O)c1ccccc1Cl)Nc1cc(C(F)(F)F)ccc1Cl the results were S3 lipid droplet 10% and S3 lipid droplet cell count max 4.

An excerpt. The share of hits here may be higher or lower than overall.
